TRPML3 ag: activates the human TRPML3 channel | activation, % at 3 µM | HEK293 TRPML3-YFP, Fluo-8 calcium fluorescence; 100% = the carbachol control signal | Q8TDD5 | 0.29% of 220,000 active | AID 1448;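 active = activation above its plate's cutoff, the mean activation of the plate's test wells plus 3 SD, cut at about 12% in these data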;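 also: 0% = DMSO only wells and 100% = carbachol wells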
Target sequence (Q8TDD5 whole entry, looked up): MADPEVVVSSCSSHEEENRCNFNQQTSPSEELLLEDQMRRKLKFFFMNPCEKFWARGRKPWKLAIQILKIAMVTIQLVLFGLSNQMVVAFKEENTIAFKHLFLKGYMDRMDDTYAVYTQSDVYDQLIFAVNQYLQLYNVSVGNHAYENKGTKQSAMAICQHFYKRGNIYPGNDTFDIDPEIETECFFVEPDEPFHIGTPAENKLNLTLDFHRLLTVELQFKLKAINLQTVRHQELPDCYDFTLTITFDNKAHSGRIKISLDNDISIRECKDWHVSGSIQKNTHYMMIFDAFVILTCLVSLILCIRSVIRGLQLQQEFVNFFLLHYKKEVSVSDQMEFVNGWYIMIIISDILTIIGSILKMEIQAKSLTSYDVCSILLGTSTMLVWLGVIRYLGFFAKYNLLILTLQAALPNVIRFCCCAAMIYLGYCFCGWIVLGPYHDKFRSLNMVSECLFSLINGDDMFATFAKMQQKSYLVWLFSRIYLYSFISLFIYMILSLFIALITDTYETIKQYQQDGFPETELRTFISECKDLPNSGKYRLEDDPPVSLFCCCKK
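Material: TRPML3-YFP stable HEK293 cells | Dosing: One concentration, 3 µM nominal, 0.3% DMSO | Timing: 125 s total fluorescence read per well | Technique: Fluo-8 calcium dye fluorescence, ex 470-495, em 515-575 nm | Measure: Percent activation from peak-to-basal fluorescence ratio, scaled between DMSO and carbachol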
PPC-1+TRAIL kill: compounds killing PPC-1 cancer cells with TRAIL present (potentiator screen, no TRAIL-free arm); PPC-1 cells + TRAIL, ATPLite viability luminescence; cell killing (% activity), % at 4 µM; 0.41% of 220,000 active;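 active = cell killing above 50% in the first pass at 4 µM, then a duplicate retest at 5 µM averaging 50% or more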;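 also: plate controls were cells with TRAIL plus DMSO for no effect and medium-only wells lacking cells for full effect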
Runt-SMMHC FRET: Runt domain-CBFb-SMMHC interaction inhibition | inhibition, % at 20 µM | Cerulean-Runt/Venus-CBFb-SMMHC FRET ratio 530/480, 1 h | 0.74% of 220,000 active;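 active = mean inhibition across duplicate retests at 20 µM reaching about 50%, limit read from the data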;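 also: 0% = DMSO wells and 100% = wells with excess untagged CBFb-SMMHC; inhibitors lower the FRET ratio by blocking Runt binding to CBFb-SMMHC; some results filed as inactive read as strong as hits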
TNF necrop inh: inhibitors of TNF-alpha induced necroptosis in Jurkat FADD-/- cells; Jurkat FADD-/- TNF necroptosis rescue, ATP luminescence, 24 h; 0 = TNF only, 100 = no-TNF cells; activation (protection from cell death), % at 10 µM; 0.068% of 220,000 active;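 active = activation, meaning protection from cell death, of at least 50% relative to plate controls; inactive = activation below 50%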;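 also: necroptosis triggered by 40 ng/mL TNF-alpha added together with compound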
Mdm2 ligase inh: inhibitors of human Mdm2 E3 ubiquitin ligase | 0.11% of 210,000 active | Q00987 | AID 1230 | signal enhancement, % at 5 µM | cell-based MDM2 ubiquitination luciferase reporter, 2 h; 0 = plate control, 100 = twice control, blank-subtracted;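 active = signal enhancement of 30% or more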;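 also: luminescence tracks abundance of the self-degrading MDM2-luciferase fusion protein; higher signal means inhibition of MDM2 E3 ligase activity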
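Assay system: stable mammalian line carrying autodegrading MDM2–luciferase fusion reporter; Input: 2000 cells in each well; Compound dosing: single-point 5 µM; Schedule: 2 h compound exposure at 37 °C; Signal: SteadyLite luciferase luminescence after 15 min room-temperature reagent incubation; Evaluation: % luminescence enhancement versus blank-corrected plate control mean; Benchmarks: plate controls and plate blanks.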
CHOP inh: blocks CHOP induction under ER stress; CHO-K1 CHOP-promoter luciferase, tunicamycin-induced, 15-18 h; inhibition, % at 10 µM; 3.8% of 220,000 active;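 active = compounds that reduced the stress-induced luciferase reporter signal by more than about 70% of percent inhibition, limit read from the data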;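 also: 0% = tunicamycin plus vehicle and 100% = wells without tunicamycin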
NCF1 inh: inhibitors of human p47phox binding; p47phox/p22phox peptide binding, fluorescence polarization, 2 h; inhibition, % at 24.7 µM; 0.53% of 220,000 active; AID 1274;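 active = inhibition above about 30%, limit read from the data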;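 also: 0% = p47phox with labelled peptide and 100% = labelled peptide alone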
Target sequence (P14598 whole entry, looked up): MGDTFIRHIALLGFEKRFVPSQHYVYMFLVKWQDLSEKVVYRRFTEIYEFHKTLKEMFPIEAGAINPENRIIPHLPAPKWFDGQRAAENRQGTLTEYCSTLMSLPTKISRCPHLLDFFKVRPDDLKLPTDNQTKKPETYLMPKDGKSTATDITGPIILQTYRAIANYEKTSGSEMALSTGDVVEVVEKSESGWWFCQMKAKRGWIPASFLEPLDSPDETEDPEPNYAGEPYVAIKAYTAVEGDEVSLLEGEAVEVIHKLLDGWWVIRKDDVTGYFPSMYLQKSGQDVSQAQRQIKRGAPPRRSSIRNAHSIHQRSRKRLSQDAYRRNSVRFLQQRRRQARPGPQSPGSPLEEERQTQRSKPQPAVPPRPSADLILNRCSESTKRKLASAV
zfTRPN1 agonist: zebrafish TRPN1 (NompC) channel agonism; HEK293 zebrafish TRPN1-YFP, Fluo-8 calcium fluorescence; 100% = response to 87 µM carbachol; activation, % at 3 µM; 0.18% of 220,000 active; AID 1424;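 active = activation above its plate's cutoff, the mean activation of test wells on that plate plus 3 SD, cut at about 19% in these data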;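 also: 0% = DMSO alone and 100% = 87 µM carbachol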
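Material – zebrafish TRPN1-YFP in HEK293 cells · Doses – 3 µM single point · Schedule – dye 1 h 37 °C plus 30 min RT · Signal – Fluo-8 calcium fluorescence, excitation 470-495 nm, emission 515-575 nm · Read-out – % activation versus carbachol response · Control set – carbachol high, DMSO low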
EBV gp42 inh: EBV gp42 inhibition; Q1HVG2; Fluorescence polarization binding assay, mP read-out; inhibition, % (tested at 21.74 µM); 0.42% of 220,000 active; AID 1085; in the data active = inhibition above about 50%
An asterisk follows results filed as active; · = not tested or not shown.

SMILES	TRPML3 ag	PPC-1+TRAIL kill	Runt-SMMHC FRET	TNF necrop inh	Mdm2 ligase inh	CHOP inh	NCF1 inh	zfTRPN1 agonist	EBV gp42 inh
C/C(CC(=O)NCC(C)C)=N\NC(=O)COc1cc(C)c(Br)cc1Br	0.4	25	-2	1.2	-11	36	-15	0.3	2
Cn1ccc(C(=O)N/N=C/c2ccccc2[N+](=O)[O-])n1	-0.2	8	2	-0.3	-9	-13	5	0.3	-15
COc1ccc(/C=C/C(=O)O)cc1COc1ccccc1C	0.8	11	-1	0.5	-21	40	-29	0.6	-3
O=C(Cc1cccs1)Nc1cccc(-c2nc3ccccc3o2)c1	0.0	14	-9	-4.8	-20	90*	4	0.9	-13
CN1CCN(CCCNC(=O)c2cn(C)c3ccc(S(=O)(=O)N(C)C)cc3c2=O)CC1	1.0	8	1	0.0	-15	-14	-1	1.0	-9
C/C(=N/NC(=O)C1COc2ccccc2O1)c1ccc(Br)s1 (centres undefined)	1.1	-13	2	2.6	0	41	-2	1.5	-5
Cc1cc(C(=O)N/N=C/c2ccc(Cl)c([N+](=O)[O-])c2)c(C)n1-c1ccc(F)cc1	0.0	4	4	3.2	7	37	-9	-0.6	-2
CCN1CCc2c(sc(NC(=O)Nc3ccc(Cl)c(Cl)c3)c2C(N)=O)C1	84*	24	77*	11	-5	70*	-41	195*	18
CC(=O)N/C(=C/c1ccc(OS(=O)(=O)c2ccc(C)cc2)cc1)C(=O)Nc1ccc(C(=O)O)cc1	-0.7	19	-4	2.0	-23	-19	0	0.7	0
Cc1cc(C)n(Cc2cccc(F)c2)c(=O)c1C#N	-0.7	7	3	17	-29	14	5	-0.8	9
CCOc1ccc(NC(=O)c2ccc(NC(=O)c3ccc(CN4CCOCC4)cc3)cc2)cc1	1.1	26	4	-2.5	·	-14	11	5.5	-33
Nc1c(C(=O)O)sc2nc3c(cc12)CCCC3	0.8	12	0	-0.1	1	-14	-25	1.9	-14
COC(=O)c1ccc(N2C(=O)CC(SCCN)C2=O)cc1 (centres undefined)	1.3	18	0	1.4	-8	8	-19	1.4	-3
COc1ccc(CNc2nc(-c3cccnc3)nn2S(C)(=O)=O)cc1	0.8	22	-1	0.3	5	8	·	0.3	-5
O=C(CCCn1c(=S)[nH]c2ccccc2c1=O)N1CCOCC1	0.3	2	-4	-0.2	-6	5	-3	1.3	-12
CCSc1c(C(=O)NC)ccc2c1C(=O)c1ccccc1C2=O	1.0	-1	1	-1.0	-3	5	-3	0.4	-1
Cc1ccsc1C1C(C#N)=C(N)OC2=C1C(=O)CC(C)C2 (centres undefined)	-1.0	-18	6	-3.1	-20	17	-4	0.0	-12
CCc1c(C)nc(N)n2c(SCC(=O)N3CCCC(C)C3)nnc12 (centres undefined)	0.7	9	3	0.7	3	-7	-22	0.4	-12
Cc1cc(C)nc(N2CCCC(C(=O)Nc3nnc(C)s3)C2)n1 (centres undefined)	0.6	21	0	-0.6	2	25	6	0.5	-3
CN1CCN(S(=O)(=O)c2ccc(NC(=S)NC(=O)C3CCCC3)cc2)CC1	1.4	15	-2	1.7	-9	5	2	3.0	-10
O=C1CC(c2nc3ccccc3[nH]2)CN1c1ccccc1F (centres undefined)	0.0	9	1	0.6	-9	16	-3	0.7	-8
O=C(Nc1cccc2ncccc12)c1ccc(F)cc1	0.4	23	0	1.0	-11	18	-16	-0.6	4
O=[N+]([O-])c1cccc(/C=C/c2ccncc2)c1	-0.3	13	0	-5.4	-9	-10	-8	0.0	-13
COc1ccc(S(=O)(=O)NCC2CCCN(Cc3ccc(C)o3)C2)cc1 (centres undefined)	0.1	14	-2	2.5	-8	27	-7	-0.2	-2
NC1=NC(=O)/C(=C/c2ccccc2OS(=O)(=O)c2ccccc2)S1	0.8	-8	-3	0.0	3	41	-8	1.2	-28

Some entries already given, reduced to Mdm2 ligase inh, TRPML3 ag and TNF necrop inh.
SMILES	Mdm2 ligase inh	TRPML3 ag	TNF necrop inh
CCc1c(C)nc(N)n2c(SCC(=O)N3CCCC(C)C3)nnc12 (centres undefined)	3	0.7	0.7
Cc1cc(C)nc(N2CCCC(C(=O)Nc3nnc(C)s3)C2)n1 (centres undefined)	2	0.6	-0.6
CN1CCN(S(=O)(=O)c2ccc(NC(=S)NC(=O)C3CCCC3)cc2)CC1	-9	1.4	1.7
O=C1CC(c2nc3ccccc3[nH]2)CN1c1ccccc1F (centres undefined)	-9	0.0	0.6

(further entries)
SMILES	TRPML3 ag	PPC-1+TRAIL kill	Runt-SMMHC FRET	TNF necrop inh	Mdm2 ligase inh	CHOP inh	NCF1 inh	zfTRPN1 agonist	EBV gp42 inh
CNC(=O)c1ccccc1S(=O)c1ccccc1C#N (centres undefined)	0.0	1	3	-2.9	-28	-14	-9	1.1	-17
CCc1nc(C)cn1S(=O)(=O)c1cc(OC)c(C)cc1C	2.2	0	-1	-4.8	-16	58	-9	0.9	1
O=C(CN1CCC(O)(c2ccccc2)CC1)Nc1ccc2c(c1)OCCO2	1.0	4	-1	1.2	0	9	0	-0.1	-3
COc1ccc(C2C(C(=O)O)c3ccccc3C(=O)N2C)cc1Br (centres undefined)	1.1	-10	-3	2.8	17	-10	-1	2.8	-1
O=C(NNc1ccccc1[N+](=O)[O-])NC1CCCCC1	-0.1	6	-1	1.3	-7	10	-7	2.3	-19
CCC(=O)Nc1ccc(-c2nn3c(C)nnc3s2)cc1C	-0.7	15	0	-2.2	3	33	-6	-0.1	-1
Cc1ccc2c(c1)c1cccc3c1n2CCN3CCC(N)=O	0.5	32	6	2.9	-8	4	-4	0.8	-14
Cc1cc(C(=O)NNC(=S)NCC(C)C)cs1	1.0	14	-1	1.1	-13	1	-5	1.1	-26
O=C(Cn1cc([N+](=O)[O-])cn1)N1CCc2ccccc2C1	0.3	24	4	2.1	-8	-8	-13	-1.2	-15
Cc1ccc(S(=O)(=O)N2CCCCC2)cc1NC(=O)C1CCCO1 (centres undefined)	-0.7	-12	0	1.6	-6	-1	-15	-1.6	-9
O=C(COC(=O)c1ccccc1Cc1ccccc1)Nc1ccc(SC(F)F)cc1	1.5	3	3	4.1	-22	63	-3	2.5	0
Cc1ccc(CSCCNC(=O)CN(c2ccccc2)S(C)(=O)=O)cc1	0.1	3	-3	0.6	8	34	-4	-1.4	2
CC(=O)N1CCN(c2ccccc2NC(=O)COc2ccccc2C)CC1	0.0	-1	3	0.3	-10	-15	-14	2.5	0
CC1(C)C(=O)C2(CCCCC2)C(=O)OC1c1cccs1 (centres undefined)	1.7	17	2	2.5	5	26	-9	-0.6	1
O=C(COc1ccccc1)Nc1ccc2[nH]c(=O)[nH]c2c1	0.6	33	-4	-1.6	-25	17	3	0.7	-6
CCN(C(=O)CN1CCN(Cc2ccccc2)CC1)c1c(N)n(Cc2ccccc2)c(=O)[nH]c1=O	1.4	2	2	0.7	-1	16	-15	-0.1	-21
CS(=O)(=O)N1N=C(c2ccc(Br)cc2)CC1c1cccs1 (centres undefined)	-0.2	-18	1	-0.3	-24	11	-20	-2.1	-16
Cc1cc(=O)n(-c2ccccc2Cl)[nH]1	0.5	10	2	0.0	-16	-3	-1	-1.0	-1
COc1ccc(C(C)NC(=O)C2C(=O)NC3(C)CC2c2ccccc2O3)cc1 (centres undefined)	-0.2	14	-1	-0.9	-8	8	2	-0.6	-12
Cc1nn(-c2ccccc2)c2[nH]c(C(F)(F)F)cc(=O)c12	1.5	1	-1	-1.3	-2	23	-29	-0.6	-2
c1ccc(SCc2nc(-c3ccncc3)no2)cc1	-0.5	-12	-3	18	-22	-2	-3	0.2	-10
Fc1cccc(Cl)c1-c1nnc2ccc3ccccc3n12	1.3	5	0	-16	-1	12	-12	2.7	2
CC(C)c1nnc(NC(=O)c2cccs2)s1	0.4	8	-4	1.1	-9	30	-5	0.4	3
Cc1noc(C)c1S(=O)(=O)N1CCC(C(=O)NC2CCN(Cc3ccccc3)CC2)CC1	1.2	23	-6	-2.0	-20	-18	-3	0.9	-2
Cc1nnc(-c2ccc(Oc3ccc(Cl)cc3)c([N+](=O)[O-])c2)o1	-0.4	4	4	-2.2	-6	14	-2	-0.1	13
Carrying on.
SMILES	TRPML3 ag	PPC-1+TRAIL kill	Runt-SMMHC FRET	TNF necrop inh	Mdm2 ligase inh	CHOP inh	NCF1 inh	zfTRPN1 agonist	EBV gp42 inh
COc1cc(OC)c2c(-c3ccccc3)cc(=O)oc2c1C(CC(=O)N1CCN(c2ccccc2)CC1)c1ccc(N(C)C)cc1 (centres undefined)	·	19	-2	-2.3	6	30	-12	·	-10
Cn1cc(C(=O)c2ccc(Cl)cc2Cl)cc1C(=O)N/N=C(\N)COc1ccc(Cl)cc1Cl	0.7	34	3	-3.7	-2	24	-3	0.8	7
O=C(c1ccc(NS(=O)(=O)c2ccccc2)cc1)N1CCN(Cc2ccc3c(c2)OCO3)CC1	0.3	-14	0	0.0	-1	20	-6	0.7	-23
COc1cccc(C2NC(=O)NC(C)=C2C(=O)Nc2ccccc2C)c1 (centres undefined)	-0.1	11	0	0.3	3	-6	-12	-1.1	-18
O=C(Nc1nnc(-c2ccc(F)cc2)s1)Nc1ccccc1F	2.1	-13	3	0.9	-12	-5	-13	1.5	-3
O=C(CNS(=O)(=O)c1c(Cl)cccc1Cl)OCc1csc(-c2ccccc2)n1	-0.1	24	4	0.8	-5	35	-18	-2.5	-14
COCCn1c(SCC(=O)N2CCCCC2)nc2ccccc2c1=O	0.3	-4	0	0.4	-1	9	-20	0.8	-4
NS(=O)(=O)c1ccc2nc(NC(=O)c3ccncc3)sc2c1	0.1	25	-5	-0.3	-12	3	-2	1.1	2
COc1ccc(NC(=O)CSc2nc3c(c(=O)n2-c2ccc(F)cc2)SCC3)cc1	0.6	4	3	-1.2	-11	30	-14	0.0	8
O=C(CN1C(=O)/C(=C/c2ccccc2)SC1=S)Nc1cccnc1	0.6	26	1	1.6	-7	28	-2	2.4	-6
CC(c1ccccc1)C1CC(=O)N(Cc2ccco2)C1=O (centres undefined)	-0.4	11	6	0.7	2	12	-7	-0.3	3
O=C(c1ccccc1)N1CCN(Cc2ccccc2)CC1	0.4	0	0	-1.2	-6	11	3	0.6	-5
COC(=O)c1cccnc1NC(=S)NNC(=O)c1ccncc1	0.9	-11	-1	-0.7	-7	32	-3	-0.7	-16
CCN(CC)C1CCN(c2nc3nonc3nc2NCCOC)C1 (centres undefined)	0.5	27	4	-0.7	-11	-2	-6	0.4	-9
CCn1ncc(/C=C/C(=O)Nc2c(C)nn(CC)c2C)c1C	0.6	-30	-2	-3.2	-6	-5	2	1.1	-3
O=C(NCCOc1ccccc1Cl)c1cc(F)c(F)cc1Cl	-0.9	-4	-1	-0.8	-21	3	-6	-1.3	-2

Source: PubChem BioAssay (several laboratories)
